PostGolgi yeast: growth inhibition of a yeast mutant, post-Golgi transport screen; post-Golgi transport phenotypic cell assay; 0.9% of 98,000 active; inhibition, % at 10 µM;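 further: yeast cells grown in 1536-well plates; yeast grown about 18 h at 30C before absorbance read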
S1P2 agonist: activates the human S1P2 receptor; activation, % at 4.5 µM; 0.46% of 97,000 active; S1P2-expressing cell line, agonist reporter read-out; AID 729; O95136; in the data active means activation above about 16%;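 further: 0% = vehicle low control and 100% = maximal reference agonist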
Target sequence (O95136 whole entry, looked up): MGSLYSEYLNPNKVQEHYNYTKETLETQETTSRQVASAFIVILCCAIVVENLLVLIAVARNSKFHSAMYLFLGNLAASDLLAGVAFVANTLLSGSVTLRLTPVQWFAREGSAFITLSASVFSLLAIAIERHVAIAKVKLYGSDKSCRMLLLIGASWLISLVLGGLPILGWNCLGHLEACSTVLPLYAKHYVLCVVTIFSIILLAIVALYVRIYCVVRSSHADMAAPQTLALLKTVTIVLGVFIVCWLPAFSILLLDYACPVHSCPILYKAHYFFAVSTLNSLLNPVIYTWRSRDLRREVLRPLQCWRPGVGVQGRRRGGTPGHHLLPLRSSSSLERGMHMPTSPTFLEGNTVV
PLAP act: activates human placental alkaline phosphatase. purified PLAP enzyme, luminescent substrate read-out; active compounds read high. activation fold at 20 µM. 1.2% of 96,000 active. AID 696; in the data active means activation fold above about 2
sEH act: increases human soluble epoxide hydrolase activity. P34913. activation, % at 2 µM. purified human sEH enzymatic activity, activator screen. 0.04% of 91,000 active; in the data active means activation above about 37%; further: values of inactives mirror those of a sister screen read the other way
Target sequence (P34913 whole entry, looked up): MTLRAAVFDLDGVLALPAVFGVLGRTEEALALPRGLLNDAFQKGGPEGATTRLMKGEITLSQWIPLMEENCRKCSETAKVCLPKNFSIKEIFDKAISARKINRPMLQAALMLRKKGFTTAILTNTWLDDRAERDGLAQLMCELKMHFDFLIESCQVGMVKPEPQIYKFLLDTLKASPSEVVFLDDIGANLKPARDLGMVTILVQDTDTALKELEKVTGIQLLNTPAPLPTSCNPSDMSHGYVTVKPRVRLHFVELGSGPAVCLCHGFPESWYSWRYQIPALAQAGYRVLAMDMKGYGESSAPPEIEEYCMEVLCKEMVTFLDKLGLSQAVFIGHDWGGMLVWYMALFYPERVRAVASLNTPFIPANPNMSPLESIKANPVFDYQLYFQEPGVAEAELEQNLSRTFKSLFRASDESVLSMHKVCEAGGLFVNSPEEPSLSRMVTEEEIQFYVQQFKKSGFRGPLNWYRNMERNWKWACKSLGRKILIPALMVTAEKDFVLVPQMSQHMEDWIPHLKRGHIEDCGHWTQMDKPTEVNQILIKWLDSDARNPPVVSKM
S1P2 antag: blocks the human S1P2 receptor; O95136; cell-based S1P2 antagonist assay, inhibition at 5 uM; inhibition, % at 5 µM; 0.21% of 97,000 active; in the data active means inhibition above about 45%;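 further: CRE beta-lactamase reporter cells expressing human S1P2 stimulated with S1P; 0% = agonist at EC80 alone and 100% = agonist plus reference antagonist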
sEH inh: blocks human soluble epoxide hydrolase activity; recombinant human sEH enzymatic activity assay; inhibition, % at 2 µM; P34913; 0.34% of 91,000 active; in the data active means inhibition above about 80%; further: values of inactives mirror those of a sister screen read the other way; many of its hits are not listed in these tables
Ecoli WT expand: E. coli BW25113 growth inhibition, expanded screen; OD600 absorbance; growth inhibition, % at 100 µM; 0.15% of 98,000 active;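 active means growth inhibition above about 50% at one test dose, limit read from the data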;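 further: growth measured after 20 h incubation at 37 °C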
Mac1 fbg inh: inhibitors of human CD11b/CD18 binding to fibrinogen. P05107+P11215. K562 CD11b/CD18 adhesion to fibrinogen, ATPlite luminescence; Mn2+ added to activate the integrin. inhibition, % at 10 µM. 0.54% of 93,000 active;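 active means primary inhibition of 50% or more at 10 µM, then 40% or more on retest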; further: some results filed as inactive read as strong as hits
PostGolgi ctrl: inhibits growth of the yeast control strain; efflux-deficient yeast background strain, growth absorbance A615, 16 h; inhibition, % at 10 µM; 5% of 98,000 active
Starred values were filed as active, the others as inactive; . = not tested or not shown. Unless noted, no stated cut-off is given here; in the data, active means inhibition above about 30%; inactive means the rest.

mol	PostGolgi yeast	S1P2 agonist	PLAP act	sEH act	S1P2 antag	sEH inh	Ecoli WT expand	Mac1 fbg inh	PostGolgi ctrl
CCOc1ccc2nc(NC(=O)c3ccoc3C)sc2c1	7	-3	1.4	-2	16	2	-14	12	9
CCC(C(=O)NCc1ccc(OC)cc1)n1nc(C)n2c(cc3occc32)c1=O (stereo not drawn)	12	-3	1.5	-1	-15	4	-4	-2	-3
CC(=O)N1N=C(c2cccc([N+](=O)[O-])c2)OC1c1ccccc1Cl (stereo not drawn)	-5	-4	0.9	5	5	-4	4	-4	9
c1ccc(Nc2nc(-c3ccncc3)cs2)nc1	6	-6	0.8	-13	0	13	-1	-3	5
O=C(CSc1nc2ccc([N+](=O)[O-])cc2[nH]1)NC1CCCCC1	6	-2	1.1	11	34	-13	2	-7	7
O=C(O)CC(NC(=S)NCc1ccccc1)C(=O)O (stereo not drawn)	1	-5	1.2	-7	15	5	-5	6	-9
CC(C)C(=O)Nc1cccc(C(=O)OCC(=O)c2ccc(Cl)cc2Cl)c1	0	-5	0.9	20	10	-20	-6	20	6
CCOC(=O)c1c(NC(=O)Cn2c(=O)oc3ccccc32)oc(C)c1C(C)=O	0	-8	.	-10	-16	11	-8	.	8
c1ccc2c(c1)ncn2Cc1nnc2sc(-c3ccncc3)nn12	-11	0	1.2	4	2	-3	-1	-1	4
CC(C)COP(=O)(c1ccc(N(C)C)cc1)C(O)c1ccccc1F (stereo not drawn)	5	-1	1.1	5	-4	-6	6	8	1
O=C(Cn1nnc(-c2ccccc2NC(=O)c2ccco2)n1)NC1CCCCC1	-4	-6	1.7	-41	12	42	-9	-4	9
Cc1cc(O)ccc1-c1cnc2ccccc2n1	-8	-4	0.9	4	9	-4	0	7	-2
N#CC1=C2C=Cc3ccccc3N2CCCC1=O	9	.	0.9	.	.	.	4	-1	-12
COc1ccccc1OCC(=O)NN1Cc2ccccc2C1=N	0	-2	0.7	-8	-15	9	3	0	11
Cc1ccc2c(c1)c1c3n2CCN(C(=O)Cn2c(-c4ccccc4)noc2=O)C3CCC1 (stereo not drawn)	6	-6	1.4	-10	-12	12	-4	6	15
Cc1ccc(Cn2cnc3ccccc32)cc1	3	-2	0.7	11	3	-16	18	8	0
Cc1ccc(C(=O)N/C(=C/C=C/c2ccccc2)C(=O)NCc2ccco2)cc1	0	-5	1.1	-26	1	27	-7	.	-2
CCOC(=O)c1sc(NC(=O)c2ccc(C)o2)nc1C	0	-6	1	.	6	.	-12	-2	9
O=c1c2ccccc2nc(SCc2nnc(-c3ccccc3)o2)n1-c1ccc(F)cc1F	0	-2	1.5	5	-9	-5	-27	-4	31*
Cc1cccc(CN2CCC(CNC(=O)C3CCCN(S(=O)(=O)c4cnc[nH]4)C3)CC2)c1 (stereo not drawn)	4	.	1.5	.	.	.	3	-9	14
COc1ccc(S(=O)(=O)N2CCCC(C(=O)Nc3cccc(C(C)=O)c3)C2)cc1 (stereo not drawn)	9	0	1	-22	-23	21	-9	-10	-2
COc1cccc(C(=O)Cn2c(Br)nc3c2c(=O)n(C)c(=O)n3C)c1	3	.	0.9	.	.	.	-6	-12	-2
CC1(c2ccccc2)NC(=O)N(CCOc2ccccc2)C1=O (stereo not drawn)	-3	.	1	.	.	.	0	2	-3
CCCc1cc(NCCCN2CCOCC2)n2c(nc3ccccc32)c1C#N	.	-3	.	5	-16	0	.	.	.
COc1ccc(C2/C(=C(\O)c3ccc(OC)c(Cl)c3)C(=O)C(=O)N2CCN(C)C)cc1 (stereo not drawn)	-1	-6	1.2	8	7	-6	-8	-7	-2

Three compounds from above, sorted by heavy-atom count, smallest number first.
mol	PostGolgi yeast	S1P2 agonist	PLAP act	sEH act	S1P2 antag	sEH inh	Ecoli WT expand	Mac1 fbg inh	PostGolgi ctrl
c1ccc2c(c1)ncn2Cc1nnc2sc(-c3ccncc3)nn12	-11	0	1.2	4	2	-3	-1	-1	4
CC(C)C(=O)Nc1cccc(C(=O)OCC(=O)c2ccc(Cl)cc2Cl)c1	0	-5	0.9	20	10	-20	-6	20	6
COc1ccc(C2/C(=C(\O)c3ccc(OC)c(Cl)c3)C(=O)C(=O)N2CCN(C)C)cc1 (stereo not drawn)	-1	-6	1.2	8	7	-6	-8	-7	-2

(list continues)
mol	PostGolgi yeast	S1P2 agonist	PLAP act	sEH act	S1P2 antag	sEH inh	Ecoli WT expand	Mac1 fbg inh	PostGolgi ctrl
CCC(CC)C1C(C#N)=C(N)SC(N)=C1C#N	.	-4	.	-15	30	15	.	.	.
CCC(C)N(CCNC(=O)CC1Oc2ccccc2NC1=O)C1CCCCC1 (stereo not drawn)	-9	-2	1.5	-18	9	19	-3	-9	25
CC(C)(C)C(=O)NC(=S)Nc1cc(C(F)(F)F)ccc1N1CCOCC1	0	3	1	16	-47	-14	-6	-10	6
Cc1ccc(COc2ccsc2-c2n[nH]c(=S)n2C)cc1	2	-1	1.2	2	-6	-1	-7	8	6
Cc1ccc(C(Sc2ccccc2)C(Cn2cncn2)C(=O)c2ccccc2)cc1 (stereo not drawn)	-3	-3	1.2	-4	-10	5	-6	-2	19
CC1NC(=O)NC1CCCCCC(=O)NCCc1ccccc1 (stereo not drawn)	-3	-3	1.5	-68	-13	69	6	.	6
OCCCn1c(-c2ccccc2)nc(=S)c2c1CCCC2	9	-6	1.1	14	7	-12	5	1	3
Cc1cc(C(=O)N2CCN(c3ccccc3)CC2)no1	-3	-4	0.9	5	-7	-3	8	-1	3
O=c1[nH]c(SCc2ccccc2Cl)nc2c1CCC2	-3	0	0.9	-14	-20	12	-7	-28	12
O=C(Nc1nnc(-c2ccccc2)o1)NC1CCCCC1	14	.	1.2	.	.	.	3	-10	-3
CC(=O)N1CCCc2cc(S(=O)(=O)N3CCN(C4CCCCC4)CC3)ccc21	-4	.	1.4	.	.	.	7	-6	-8
CN1CCN(C(=O)c2cc(-c3ccco3)on2)CC1	-5	-4	1.2	0	2	-2	2	18	5
COc1ccc(CNC(=O)C2CCCN2S(=O)(=O)c2ccc(S(=O)(=O)N(C)C)cc2)cc1 (stereo not drawn)	3	.	1.1	.	.	.	-7	1	3
CC1CCN(c2ncnc3nc[nH]c23)CC1	-15	-9	1.7	-6	7	5	6	7	13
COc1ccc(S(=O)(=O)Nc2cccc(NC(C)=O)c2)cc1	-7	-1	1.1	5	-18	-4	-1	17	-5
CCC1Nc2ccccc2-c2nnc(SC)nc2O1 (stereo not drawn)	-2	-8	1	1	6	1	-17	-6	-8
COC(=O)C1=CN(CC2CCCO2)C=C(C(=O)OC)C1c1cc(OC)c(OC)c(OC)c1 (stereo not drawn)	-8	5	1.8	-12	-16	11	-2	-4	17
COc1cccc(OC)c1C(=O)NNC(=O)c1cccc(COc2ccc3c(c2)CCC3)c1	-4	-6	2*	-16	21	17	-6	12	18
COC(=O)c1ccc(/C=N/NC(=O)CC(=O)NC(C)C)cc1	-6	-4	0.9	-12	12	10	5	.	17
Cc1ccc(-n2c(SCC(=O)OC(C)C)nnc2-c2ccco2)cc1	0	-3	1.1	-1	4	3	7	5	11
CCc1ccc(OC)c(S(=O)(=O)Nc2ccccc2C)c1	9	-1	1.1	9	-11	-6	3	5	1
CCOC(=O)N1CCN(Cc2nc(N)nc(Nc3ccc(OC)cc3)n2)CC1	12	1	1	1	-30	-1	3	-2	1
CCCCN(CCCC)C1=Nc2ccccc2N/C1=C(/C#N)C(=O)OCC	2	-6	1	-9	14	9	-26	0	19
CSc1sc(C)cc1C1C(C#N)=C(N)N(c2cccnc2)C2=C1C(=O)CC(C)(C)C2 (stereo not drawn)	-5	-1	1	.	10	.	1	16	-1
COc1ccc2oc(=O)c(-c3nc4ccccc4o3)cc2c1	.	4	.	6	-8	-9	.	.	.

As entered above.
sEH inh with CC1CCN(c2ncnc3nc[nH]c23)CC1 : 5
S1P2 antag with Cc1ccc(C(Sc2ccccc2)C(Cn2cncn2)C(=O)c2ccccc2)cc1 (stereo not drawn) : -10

Other records.
mol	PostGolgi yeast	S1P2 agonist	PLAP act	sEH act	S1P2 antag	sEH inh	Ecoli WT expand	Mac1 fbg inh	PostGolgi ctrl
Cc1nn(CC(=O)Nc2nc3ccccc3s2)c(C)c1[N+](=O)[O-]	-2	-7	1	8	13	-6	5	3	-3
CCSc1nnc(NC(=O)CSc2nc3c(c(=O)n2-c2ccccc2)SCC3)s1	.	-9	.	-12	-3	13	.	.	.
Cc1ccc(F)c(NC(=O)CCc2ccccc2)c1	8	-3	0.9	-6	11	6	6	-4	9
COc1ccc2c(C)nc(Nc3nc(C)cc(=O)[nH]3)nc2c1	.	11	.	0	-51	2	.	.	.
CCc1nnc(NC(=O)CSc2nnc(Cc3ccccc3)n2Cc2ccccc2)s1	-2	-2	1.4	7	-20	-6	1	-3	1
CCOC(=O)SC1=N/C(=C\c2ccc(N(C)C)cc2)C(=O)S1	1	-5	0.5	-11	27	10	-11	-20	18
CCN(CC)N=Nc1[nH]nc2nc(C)cc(C)c12	-2	-3	1.2	14	3	-12	63*	-5	13
c1ccc(Oc2ccc(-c3ccnc4nc(N5CCN(c6ccccc6)CC5)nn34)cc2)cc1	7	-7	1.2	-4	5	3	-17	.	12
CC(C)C(NCc1c(Cl)cccc1Cl)C(=O)O (stereo not drawn)	5	-5	1	6	12	-7	-3	-12	2
CC1=CC(C)C2C(=O)N(CCCN(C)C)C(=O)C2C1 (stereo not drawn)	-10	0	1.2	8	-1	-8	12	-4	6
Cc1cccc(-c2nsc(SCC(=O)N3CCCC3)n2)c1	2	-3	1	-5	-20	4	-15	.	18
CCc1ccc(CN/C=C/C(=O)c2ccc(Br)cc2)cc1	7	-4	0.4	11	-5	-9	3	35	10
COc1cc(/C=N/NC(=O)c2sc(N)c(C#N)c2C)cc(Br)c1O	-4	-9	0.9	-6	31	6	-2	-3	-5
CCOc1ccc(C2c3c(oc4ccccc4c3=O)C(=O)N2CCCN2CCOCC2)cc1OCC (stereo not drawn)	9	1	1.5	.	6	.	-7	-8	12
CC(C)CNS(=O)(=O)c1ccc(CCC(=O)Nc2cc(Cl)ccc2Oc2ccccc2)cc1	-1	-11	1.1	9	19	-7	-16	5	4
Cc1ccc(S(=O)(=O)NCCSc2nnnn2-c2cc(C)ccc2C)cc1	-3	-7	0.8	1	-15	2	-11	-2	17
Cc1ccn(C(=O)c2cc3ccccc3oc2=O)n1	-2	-5	1	-25	5	25	-5	8	-5
O=C1CCCC2=C1C(c1ccsc1)CC(=O)N2c1nnc(SCc2ccccc2)s1 (stereo not drawn)	4	-2	1.3	.	3	.	-10	5	37*
CC(=O)CSc1nnc(-c2cnccn2)n1-c1ccccc1	0	-1	1.1	-1	8	4	-6	-25	-1
